Bioassay records (PubChem BioAssay)
Lipid storage S3 – qHTS Assay for Lipid Storage Modulators in Drosophila S3 Cells; Drosophila S3 cells, BODIPY lipid droplet fluorescence, 18-24 h; cells fed with added oleic acid; lipid storage change, negative = inhibition, % at the top dose, mostly 46.1 µM; hits show Potency in µM; 0.64% of 320,000 active; AID 2685; active means well fitted inhibition curve with a large enough effect in the signal ratio, with a control signal flat, not every such curve was filed as active; inconclusive means small, poorly fitted or top-dose-only effect, or effect the other way, or a change in a side signal; the % refers to the signal ratio
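Drosophila S3 cells loaded with oleic acid (400 uM, as added) and compounds at several concentrations; lipid droplets imaged by 488-nm laser-scanning cytometry, 500–530 nm intensity and object ratio to cell channel. Percent activity normalized to 20 uM Triacsin C.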
Lipid storage S3 cell count max – recorded beside Lipid storage S3, whose call it bears; cell number change, %; measured here: cell count max response;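 cells counted by Cell Tracker Red CMTPX staining in the red channel; peak over a dose series mostly up to 46.1 µM; percent activity relative to internal control wells on each plate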
* hit, by the source's call; & = joins results of further samples; [ ] = dose if it differs, or a comment. On the % scale 0 is the no-effect control and ±100 the full control effect; potency means the concentration at half of the fitted maximal effect. A portion of the library, so the mix of outcomes need not match the whole.

For COc1ccc(C(CCNCc2ccc(N(C)C)cc2)c2ccccc2)cc1 (stereo not given) the results were Lipid storage S3 inconclusive.
For Cc1cccc(NC(=O)/C(C#N)=C/c2cn(CC(=O)NCc3ccco3)c3ccccc23)c1C the results were Lipid storage S3 inconclusive.
Cc1cc(-c2ccccc2)c2c(=O)n(-c3ccccc3)[nH]c2n1 was read as Lipid storage S3 -8% and Lipid storage S3 cell count max 10.
For O=C(NCCCO)c1cc2c([nH]c3ccccc32)c(-c2ccc(F)cc2)n1 the results were Lipid storage S3 -3%.
For CCN1CCN(S(=O)(=O)c2ccc3c(c2)NC(=O)CS3)CC1 the results were Lipid storage S3 inconclusive.
Screening CN(C)S(=O)(=O)c1ccc(NC(=O)c2cc(F)c(F)cc2Cl)cc1 returned Lipid storage S3 inconclusive.
N#CC(c1nc2ccccc2nc1N1CCOCC1)S(=O)(=O)c1ccccc1 (stereo not given) was read as Lipid storage S3 18% and Lipid storage S3 cell count max 13.
CCN(CC)S(=O)(=O)c1ccc(-c2nnc(SC)o2)cc1 was read as Lipid storage S3 inconclusive.
C[C@H]1CC[C@H]2C(=O)N3[C@H](c4ccccc4Br)[C@@H](C)CC[C@H]3C(=O)N2[C@@H]1c1ccccc1Br was read as Lipid storage S3 -20% and Lipid storage S3 cell count max -3.
Screening CNC(=O)c1ccc(NC(=O)c2cc(S(=O)(=O)N3CCOCC3)ccc2N2CCCC2)cc1 returned Lipid storage S3 inconclusive.
For CC(C)NC(=O)N(O)C1N(Cc2ccc3c(c2)OCO3)C(=S)SC1(C)C (stereo not given) the results were Lipid storage S3 inconclusive.
`Cc1ccc(NC(=O)CN(C)C(=O)CCSc2ccc(F)cc2)cc1` gave Lipid storage S3 inconclusive.
For CC(=O)Nc1ccc(Cl)c(C(N)=O)c1 the results were Lipid storage S3 inconclusive.
`Cc1ccc(C)c(S(=O)(=O)N2CCCOC2CNC(=O)C(=O)NCCCN2CCOCC2)c1` (stereo not given) gave Lipid storage S3 1% and Lipid storage S3 cell count max 0.
`Cc1cc(C(=O)COC(=O)c2nccnc2N)c(C)n1C` gave Lipid storage S3 inactive.
O=C(NCC1CCCO1)c1cn(-c2ccccc2)nc1-c1ccc(F)cc1 (stereo not given) was read as Lipid storage S3 inconclusive.
`CCOc1cc(C(=O)OCC(=O)Nc2cccc(C)c2)ccc1OCC(=O)N1CCOCC1` gave Lipid storage S3 inconclusive.
Screening O=C1CCCCC1C(=O)c1cn(-c2ccc(Cl)c(Cl)c2)nn1 (stereo not given) returned Lipid storage S3 inconclusive.
Screening Cc1noc(C)c1S(=O)(=O)N(CC(=O)N1CCc2ccccc21)c1ccc(C(C)C)cc1 returned Lipid storage S3 16%[9.22 µM] and Lipid storage S3 cell count max 15.
CCOC(=O)c1cc(S(=O)(=O)NC2CCCCC2)cn1C was read as Lipid storage S3 inconclusive.
Screening COc1ccc(CN(C(=O)c2nsc(Cl)c2Cl)C(C(=O)NC2CCCC2)c2ccc(C)cc2)cc1 (stereo not given) returned Lipid storage S3 inconclusive.
CCCCn1c(CNC(=O)CC)nc2ccccc21 was read as Lipid storage S3 inconclusive.
`CN1CCN(C2=Nc3ccccc3Oc3ccc(Cl)cc32)CC1` gave Lipid storage S3 -9%&-4% and Lipid storage S3 cell count max 6&1.
C/C(CC(O)c1ccc2ccccc2n1)=N/O (stereo not given) was read as Lipid storage S3 10µM* and Lipid storage S3 cell count max 3.7*.
`COc1cc(S(=O)(=O)NCc2ccccc2)ccc1Br` gave Lipid storage S3 0% and Lipid storage S3 cell count max 5.
For CCOC(=O)C1CCN(Cc2cc(Cl)c3ccccc3c2O)CC1 the results were Lipid storage S3 inconclusive.
Screening N#Cc1ccc(OCC(O)CN2CCN(C(c3ccccc3)c3ccccc3)CC2)cc1 (stereo not given) returned Lipid storage S3 inactive and Lipid storage S3 cell count max 12.
N#CCc1ccc(NC(=O)Nc2cccc(Cl)c2)cc1 was read as Lipid storage S3 0% and Lipid storage S3 cell count max -16.
Screening CCOc1ccc(S(=O)(=O)N2CCCC(C(=O)N3CCN(c4ccccc4)CC3)C2)cc1 (stereo not given) returned Lipid storage S3 inactive.
O=C(CN1C(=O)CSc2ccccc21)NCCC1=CCCCC1 was read as Lipid storage S3 -18% and Lipid storage S3 cell count max -2.

An excerpt from above in order of molecular weight, rising.
C/C(CC(O)c1ccc2ccccc2n1)=N/O (stereo not given) was read as Lipid storage S3 10µM* and Lipid storage S3 cell count max 3.7*.
CCCCn1c(CNC(=O)CC)nc2ccccc21 was read as Lipid storage S3 inconclusive.
N#CCc1ccc(NC(=O)Nc2cccc(Cl)c2)cc1 was read as Lipid storage S3 0% and Lipid storage S3 cell count max -16.
CCOC(=O)c1cc(S(=O)(=O)NC2CCCCC2)cn1C was read as Lipid storage S3 inconclusive.
`CN1CCN(C2=Nc3ccccc3Oc3ccc(Cl)cc32)CC1` gave Lipid storage S3 -9%&-4% and Lipid storage S3 cell count max 6&1.
O=C(CN1C(=O)CSc2ccccc21)NCCC1=CCCCC1 was read as Lipid storage S3 -18% and Lipid storage S3 cell count max -2.
For CCOC(=O)C1CCN(Cc2cc(Cl)c3ccccc3c2O)CC1 the results were Lipid storage S3 inconclusive.
`COc1cc(S(=O)(=O)NCc2ccccc2)ccc1Br` gave Lipid storage S3 0% and Lipid storage S3 cell count max 5.
O=C(NCC1CCCO1)c1cn(-c2ccccc2)nc1-c1ccc(F)cc1 (stereo not given) was read as Lipid storage S3 inconclusive.
Screening Cc1noc(C)c1S(=O)(=O)N(CC(=O)N1CCc2ccccc21)c1ccc(C(C)C)cc1 returned Lipid storage S3 16%[9.22 µM] and Lipid storage S3 cell count max 15.
Screening CCOc1ccc(S(=O)(=O)N2CCCC(C(=O)N3CCN(c4ccccc4)CC3)C2)cc1 (stereo not given) returned Lipid storage S3 inactive.
Screening COc1ccc(CN(C(=O)c2nsc(Cl)c2Cl)C(C(=O)NC2CCCC2)c2ccc(C)cc2)cc1 (stereo not given) returned Lipid storage S3 inconclusive.

Other records follow:
`CNS(=O)(=O)c1cc(Br)ccc1S(=O)c1ccccc1C(=O)O` (stereo not given) gave Lipid storage S3 -3% and Lipid storage S3 cell count max 12.
Cc1cccc(NNC(=O)c2c(F)cccc2Cl)c1 was read as Lipid storage S3 -1% and Lipid storage S3 cell count max 5.
For COc1ccc(CC(NC(C)=O)C(=O)N2CCN(C(=O)Nc3ccc(Cl)cc3)CC2)cc1OC (stereo not given) the results were Lipid storage S3 inconclusive.
`O=C(NCCc1ccccc1C(F)(F)F)C1CCC(=O)N(CCCN2CCCC2=O)C1` (stereo not given) gave Lipid storage S3 inconclusive.
`O=C(CCSc1ccccc1)N1CCOCC1` gave Lipid storage S3 inconclusive.
Screening COc1ccc(C(=O)NCCN2CCN(C(=O)c3ccc(OC)c(OC)c3)CC2)cc1OC returned Lipid storage S3 inactive and Lipid storage S3 cell count max -18.
Screening O=C(Nc1ccc(Cl)c(Cl)c1)c1cccc(S(=O)(=O)NCc2cccnc2)c1 returned Lipid storage S3 inconclusive.
`CC(C)c1ccc(Nc2nnns2)cc1` gave Lipid storage S3 inconclusive.
Screening Cc1ccsc1S(=O)(=O)N1CCCC(CCC(=O)NCc2ccccc2F)C1 (stereo not given) returned Lipid storage S3 -7% and Lipid storage S3 cell count max 7.
COc1ccc(CN2CC(=O)N(c3cc(Cl)ccc3C)C2=S)cc1OC was read as Lipid storage S3 inconclusive.
For O=C(Nc1ccc2c(c1)OCO2)c1n[nH]c(=O)c2ccccc12 the results were Lipid storage S3 inconclusive.
Screening Cc1ccccc1N(CC(=O)N/N=C/c1cc(Br)c(C)o1)S(C)(=O)=O returned Lipid storage S3 3% and Lipid storage S3 cell count max 3.
For NC(=O)CC(NC(=O)c1ccccc1)c1ccc(NC2CCCC2)c([N+](=O)[O-])c1 (stereo not given) the results were Lipid storage S3 inconclusive.
Screening Cc1cc(NC(=O)c2ccccc2)cc(NC(=O)c2ccccc2)c1C returned Lipid storage S3 inactive and Lipid storage S3 cell count max -17.
Screening Cc1ccc2[nH]c(=O)c(CC=C(Cl)Cl)c(C)c2c1 returned Lipid storage S3 inconclusive.
`COc1ccc(C)cc1NC(=O)C(NCC(O)c1ccccc1)c1ccccc1` (stereo not given) gave Lipid storage S3 inconclusive.
Screening COCCNC(=O)c1cccc(OC2CCN(Cc3ccc(F)c(OC)c3)CC2)c1 returned Lipid storage S3 inconclusive.
O=C(Nc1nccs1)c1ccc(COc2ccc(Cl)cc2)o1 was read as Lipid storage S3 inconclusive.
`C#CCOCCOCCOCCNc1nc(N2CCN(C(=O)[C@H]([C@@H](C)CC)n3cc([C@@H](N)CO)nn3)CC2)nc(N2CCN(C(=O)[C@H]([C@@H](C)CC)n3cc([C@@H](N)CC(C)C)nn3)CC2)n1` gave Lipid storage S3 -17% and Lipid storage S3 cell count max 0.
Screening NC(=O)C1CCN(C(=O)CSc2ncccn2)CC1 returned Lipid storage S3 inconclusive.
Screening CCc1nnc(NC(=O)CC(CN(C)S(=O)(=O)c2ccccc2)c2ccccc2)s1 (stereo not given) returned Lipid storage S3 inconclusive.
Screening COCCOc1cc(NC(=O)c2ccccc2)c(Cl)cc1Cl returned Lipid storage S3 inconclusive.
O=C(NCCO)c1cccc(Cl)c1 was read as Lipid storage S3 26µM* and Lipid storage S3 cell count max -4.9*.
For COC(=O)c1ccc(OC(=O)CCN2C(=O)C3C4c5ccccc5C(c5ccccc54)C3C2=O)cc1 (stereo not given) the results were Lipid storage S3 0% and Lipid storage S3 cell count max -1.
Screening CCS(=O)(=O)C1=NSC2=NC(=O)/C(=C\c3ccc(OS(=O)(=O)c4ccccc4)cc3)C(=N)N21 returned Lipid storage S3 inactive.
`Cc1cc(Nc2ccccc2C(=O)O)n(-c2ccc([N+](=O)[O-])cc2)n1` gave Lipid storage S3 -1% and Lipid storage S3 cell count max 17.
COc1ccccc1Nc1nnc(SCc2cc(=O)n3ccsc3n2)s1 was read as Lipid storage S3 inconclusive.
Cc1cccc(C)c1N(CC(=O)N(C)Cc1ccccc1)S(C)(=O)=O was read as Lipid storage S3 inconclusive.
For Cc1ccccc1N1CCN(CC(=O)Nc2nc(C)c(C(=O)N(C)C)s2)CC1 the results were Lipid storage S3 inconclusive.
`O=C(Nc1ccc([N+](=O)[O-])cn1)C1CC1` gave Lipid storage S3 inconclusive.
Screening Nn1c(SCC(=O)NCC2CCCO2)nnc1-c1ccc(OC(F)F)cc1 (stereo not given) returned Lipid storage S3 inconclusive.
`C/C(=N\OC(=O)Nc1ccccc1)c1cnn(-c2cc(C(F)(F)F)cc(C)n2)c1C` gave Lipid storage S3 12% and Lipid storage S3 cell count max 3.
CCOC(=O)c1c(C2CC2)csc1NC(=O)COC(=O)c1cc(OC)c(OC)cc1[N+](=O)[O-] was read as Lipid storage S3 inconclusive.
O=C(COC(=O)CCc1nc2ccccc2s1)Nc1ccc(S(=O)(=O)N2CCOCC2)cc1 was read as Lipid storage S3 inconclusive.
CCOc1cc(/C=N/NC(=O)c2ccc(=O)n(C)c2)ccc1O was read as Lipid storage S3 -2% and Lipid storage S3 cell count max 4.
Screening C#Cc1ccc([C@H]2C=C(C(=O)NC3CC3)O[C@@H](OCC)[C@@H]2CCCO)cc1 returned Lipid storage S3 8% and Lipid storage S3 cell count max 11.
`CC1(C)Cc2c(sc3c2c(N)nc(=S)n3Cc2ccccc2)CO1` gave Lipid storage S3 -2% and Lipid storage S3 cell count max 12.
Screening COC(=O)c1cc(Br)c(=O)n(CCN(C(C)C)C(C)C)c1 returned Lipid storage S3 inconclusive.
Screening Cc1nn(Cc2ccc(C(=O)Nc3ccc(C(=O)OC(C)C)cc3)o2)c(C)c1Cl returned Lipid storage S3 inconclusive.
CC1(C)Cc2c(sc3c2c(=N)n(Cc2ccco2)c(=O)n3CC(=O)Nc2ccccc2)CO1 was read as Lipid storage S3 inconclusive.
For CCCS(=O)(=O)c1nc(S(=O)(=O)c2ccc(C)cc2)c(N2CCC(C(N)=O)CC2)s1 the results were Lipid storage S3 inconclusive.
Screening COc1cccc(NC(=O)CCC(=O)N2CC(C)Oc3ccc(C)cc32)c1 (stereo not given) returned Lipid storage S3 inconclusive.
CCCCNC(=O)N1CCOCCOCCN(C(=O)NCCCC)CCOCCOCC1 was read as Lipid storage S3 inactive.
Screening COc1ccc(OC)c(Nc2c3c(nc4ccccc24)CCC3)c1 returned Lipid storage S3 inactive and Lipid storage S3 cell count max 10.
COc1ccc([N+](=O)[O-])cc1N(CC(O)CN(CC(C)C)CC(C)C)S(=O)(=O)c1ccc(C)cc1 (stereo not given) was read as Lipid storage S3 inconclusive.
`COc1ccc(/C=C(\C#N)C(=O)OCC(=O)Nc2c(C)cccc2C(C)C)cc1` gave Lipid storage S3 inconclusive.
For C=C(C)CN(CC)c1ccc(N2C(=O)CCCC2=O)cc1[N+](=O)[O-] the results were Lipid storage S3 -17% and Lipid storage S3 cell count max -11.
Screening Cc1ccc(C)c(NS(=O)(=O)c2cc(C(=O)Nc3ccccc3-c3ccccc3)ccc2C)c1 returned Lipid storage S3 -1% and Lipid storage S3 cell count max 7.
Screening CN(C)S(=O)(=O)N1CCC(Oc2ccc(C(=O)NC3Cc4ccccc4C3)cc2)CC1 returned Lipid storage S3 inconclusive.
`CC1CN(C(=O)CN2C(=O)c3ccccc3S2(=O)=O)CC(C)O1` (stereo not given) gave Lipid storage S3 inconclusive.
`CC(C)c1nc2cc(C(=O)N3CCNC(=O)C3c3cccc(F)c3)ccc2o1` (stereo not given) gave Lipid storage S3 inactive and Lipid storage S3 cell count max 19.
`O=C(CSc1ncnc2c1cnn2-c1ccccc1)Nc1ccccc1` gave Lipid storage S3 inactive.
